# E coli Lon inh: inhibitors of E. coli Lon protease, primary screen, biochemical, fluorescence polarization | P0A9M0 | purified E. coli Lon protease | inhibition, % at 7.94 µM | 360,000 tested, 0.42% active; in the data active = inhibition above about 13%, passing the limit was not always enough;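 note: 0% = enzyme with probe and DMSO and 100% = no enzyme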
# MsrA inh: bovine MsrA enzyme inhibitors, primary screen, biochemical, absorbance, HTS. Methionine sulfoxide reductase A (Bos taurus). purified bovine MsrA, absorbance read-out. inhibition, % at 15.5 µM. 360,000 tested, 0.75% active. AID 651718, 2012; in the data active = inhibition above about 4.5%;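 note: 0% = vehicle wells with enzyme and 100% = reference inhibitor wells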
# MsrA act: bovine MsrA enzyme activators, primary screen, biochemical, absorbance, HTS | Methionine sulfoxide reductase A (Bos taurus) | purified bovine MsrA, absorbance read-out | activation, % at 10.6 µM | 360,000 tested, 0.3% active | AID 602163, 2012; in the data active = activation above about 7.5%;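 note: 0% = vehicle and 100% = reference activator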
# MLLE-PAM2 inh: inhibitors of PABP1 MLLE–PAM2 peptide binding, primary screen, biochemical, fluorescence polarization, FITC-PAM2, GST-MLLE. inhibition, % at 20 µM. Polyadenylate-binding protein 1 (Homo sapiens), P11940. 360,000 tested, 0.36% active; in the data active = inhibition above about 35%, passing the limit was not always enough;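 note: plate controls were DMSO wells with GST-MLLE for no effect and wells lacking GST-MLLE protein for full effect; some results filed as inactive read as strong as hits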
# CSN inh: inhibitors of CSN-mediated cullin deneddylation, primary screen, biochemical, fluorescence polarization, uHTS. COP9 signalosome complex subunit 5 (Homo sapiens), Q92905. Purified CSN, SCF-Nedd8-OG deneddylation. inhibition, % at 12.5 µM. 360,000 tested, 0.38% active;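 active = pattern-corrected inhibition above about 35%, with an unprinted fluorescence ratio check between 0.5 and 1.5, limit read from the data, passing the limit was not always enough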;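 note: 0% = enzyme with substrate and 100% = substrate without enzyme; some results filed as inactive read as strong as hits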
# Target sequence (Q92905 whole entry, looked up, one chain of several): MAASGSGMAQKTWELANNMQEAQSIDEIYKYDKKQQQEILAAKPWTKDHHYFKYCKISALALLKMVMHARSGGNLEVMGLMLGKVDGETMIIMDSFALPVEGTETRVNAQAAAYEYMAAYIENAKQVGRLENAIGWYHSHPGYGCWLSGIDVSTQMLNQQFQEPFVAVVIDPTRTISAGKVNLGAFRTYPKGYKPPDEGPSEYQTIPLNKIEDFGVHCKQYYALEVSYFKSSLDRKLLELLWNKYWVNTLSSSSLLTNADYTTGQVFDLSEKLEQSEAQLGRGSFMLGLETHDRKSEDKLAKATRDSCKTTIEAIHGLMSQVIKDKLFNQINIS
#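 test system = HEK293T-derived human Csn5 enzyme | amount = 0.24 nM Csn5 enzyme, final concentration | medium = Tris/NaCl/DTT buffer, pH 7.5 | schedule = 90 min reaction at room temperature | signal = FP | evaluation = inhibition of Csn5 cleavage, % | compound dosing = single dose of 12.5 µM compound with 0.25% DMSO | probe or stimulus = 10 nM SCFSkp2-Nedd8OG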
# Rin1-Abl PPI inh: inhibitors of Rin1-Abl protein binding, primary screen, biochemical, TR-FRET. Tyrosine-protein kinase ABL1 (Homo sapiens) + Ras and Rab interactor 1 (Homo sapiens), …. inhibition, % at 7.35 µM. 360,000 tested, 0.4% active. AID 588664, 2011; in the data active = inhibition above about 5%, passing the limit was not always enough
# Tb MetRS inh: T. brucei MetRS inhibitors, primary screen, biochemical, luminescence; methionyl-tRNA synthetase (Trypanosoma brucei brucei); purified T. brucei MetRS, ATP depletion, Kinase-Glo luminescence; inhibition, % at 11.9 µM; 360,000 tested, 0.4% active;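 active = inhibition above a per-plate cutoff of the control wells' mean inhibition plus 3 SD, cut at about 5.5% in these data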;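 note: 0% = DMSO wells median and 100% = median of wells with control inhibitor compound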
#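 Measured by: Kinase-Glo luciferase luminescence reporting remaining unconsumed ATP. Material: purified T. brucei MetRS enzyme. Doses: 11.9 µM compound single dose, 0.9% DMSO. Medium: HEPES buffer containing pyrophosphatase, BSA, spermine, DTT. Times: 15 min preincubation, 2 h reaction, all 25 °C. Reagent: methionine, ATP and bulk E. coli tRNA.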
# Neddylation inh: inhibitors of cullin neddylation, primary screen, biochemical, TR-FRET, uHTS, NAE and Ubc12. calls only at 25 µM. 360,000 tested, 0.58% active. AID 651699, 2012; in the data active = inhibition above about 36%
# Target sequence (P61081 whole entry, looked up): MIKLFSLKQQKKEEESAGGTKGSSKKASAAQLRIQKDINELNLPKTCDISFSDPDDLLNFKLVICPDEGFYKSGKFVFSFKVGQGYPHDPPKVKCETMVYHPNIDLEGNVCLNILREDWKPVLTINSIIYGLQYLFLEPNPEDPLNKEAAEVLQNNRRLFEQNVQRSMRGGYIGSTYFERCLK
# Target sequence (Q13564 whole entry, looked up): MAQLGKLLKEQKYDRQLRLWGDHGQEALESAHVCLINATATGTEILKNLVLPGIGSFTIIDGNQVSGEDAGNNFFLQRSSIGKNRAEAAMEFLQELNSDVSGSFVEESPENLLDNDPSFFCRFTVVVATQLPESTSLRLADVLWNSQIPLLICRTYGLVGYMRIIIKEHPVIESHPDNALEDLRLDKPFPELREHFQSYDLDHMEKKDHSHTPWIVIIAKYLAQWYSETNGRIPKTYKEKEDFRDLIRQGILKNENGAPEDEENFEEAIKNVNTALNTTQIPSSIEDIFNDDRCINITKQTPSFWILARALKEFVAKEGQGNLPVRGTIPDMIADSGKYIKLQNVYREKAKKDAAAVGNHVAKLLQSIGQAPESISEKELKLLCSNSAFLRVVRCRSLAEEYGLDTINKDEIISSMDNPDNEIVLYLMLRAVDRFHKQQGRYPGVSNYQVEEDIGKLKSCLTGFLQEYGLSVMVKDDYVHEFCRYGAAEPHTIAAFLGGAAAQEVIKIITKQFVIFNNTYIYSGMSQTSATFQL
# FAS TE block: FAS thioesterase domain inhibitors, primary screen, biochemical, fluorescence intensity, uHTS | recombinant FAS-TE, OMFH fluorogenic substrate, fluorescence endpoint | Fatty acid synthase (Homo sapiens), P49327 | inhibition, % at 15 µM | 360,000 tested, 0.67% active | AID 602261, 2012;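 active = compounds whose normalised, plate-corrected inhibition of enzyme fluorescence in the single-dose primary screen is 50% or more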;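 note: 0% = DMSO with enzyme and 100% = substrate without enzyme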
# * marks the source's active call; other numbers are inactive results; i = inactive; . = not tested or not shown; & = joins results of further samples. Rows were taken by chance; any-hit rate near 4%.
# Start of the listing, in advance:
SMILES,E coli Lon inh,MsrA inh,MsrA act,MLLE-PAM2 inh,CSN inh,Rin1-Abl PPI inh,Tb MetRS inh,Neddylation inh,FAS TE block
Cc1ccc(C2=NS(=O)(=O)N(C)C(C(=O)Nc3cc(C)n(CC(=O)N4CCCCC4)n3)=C2)cc1,-9,1.1,-1,0,-6,0,0.6,i,-3
c1ccc2c(Nc3nc4c(s3)CCCC4)cccc2c1,-1,1.1,1,0,2,-4,-0.4,i,6
COc1ccccc1/C=[N+](\[O-])C1SC(=S)N(C)C1(C)C (stereo not drawn),8,-1.2,-3,3,3,6.8*,-0.3,i,-5

# The listing, from the start:
SMILES,E coli Lon inh,MsrA inh,MsrA act,MLLE-PAM2 inh,CSN inh,Rin1-Abl PPI inh,Tb MetRS inh,Neddylation inh,FAS TE block
Cc1ccc(C2=NS(=O)(=O)N(C)C(C(=O)Nc3cc(C)n(CC(=O)N4CCCCC4)n3)=C2)cc1,-9,1.1,-1,0,-6,0,0.6,i,-3
c1ccc2c(Nc3nc4c(s3)CCCC4)cccc2c1,-1,1.1,1,0,2,-4,-0.4,i,6
COc1ccccc1/C=[N+](\[O-])C1SC(=S)N(C)C1(C)C (stereo not drawn),8,-1.2,-3,3,3,6.8*,-0.3,i,-5
Cc1ccc(S(=O)(=O)Nc2ccc(O)c3cccnc23)cc1,-15,0.0,-3,16,2,0,0.2,i,-2
Cc1ccc2[nH]c3c(c2c1)CC/C(=C/c1ccccc1)C3=O,-1,-0.7,-1,7,4,3,-0.5,i,-2
CCOc1ccc(NC(=O)CN2CCCC2c2cccs2)cc1S(=O)(=O)N1CCCCC1 (stereo not drawn),-21,-0.2,-1,10,4,-4,-0.5,i,20
CCCCN1CC(C)(C)[C@H](CC(=O)Nc2ccc(Br)cc2)C1=O,-2,0.2,-1,4,2,-4,0.5,i,4
CCOc1cc(/C=C2/C(=N)N3C(=NC2=O)SN=C3S(=O)(=O)CC)ccc1OC(=O)c1ccco1,-25,0.4,-5,-43,30,-4,0.4,i,-2
CSc1ccc(/C=N/NC(=O)c2ccc3nc[nH]c3c2)cc1,-12,5.1*,-5,-4,4,-4,0.0,i,-10
Cc1nc(C(=O)NCCC(C)C)sc1C1(C)CC(c2ccccc2)=NO1 (stereo not drawn),-4,0.4,-1,-8,2,1,0.0,i,14
CCCn1c(O)c2ccc(C(=O)N=NC(=O)c3cccnc3)cc2c1O,-1,0.3,-1,-5,0,3,0.1,i,-8
COc1ccc(C(=O)Cc2ccccc2C(=O)O)cc1,11,-0.3,-2,1,8,-3,-0.3,i,-2
COC(=O)c1cnc(Nc2nc(CN)cs2)nc1C(F)(F)F,-9,0.1,-5,0,-3,-5,0.3,i,-5
CCc1nccn1S(=O)(=O)c1cccc([N+](=O)[O-])c1,-4,-0.2,-4,-6,-6,0,-0.5,i,-7
O=C1N(S(=O)(=O)c2ccccc2F)C(=O)C2(CCCC2)N1S(=O)(=O)c1ccccc1F,4,0.6,-2,-2,-2,-6,0.0,i,-4
CCCCOc1ccccc1-c1cc(C(=O)O)[nH]n1,-3,-0.7,-3,-8,2,1,-0.6,i,-2
S=C(NCCc1cccc(Cl)c1)NCc1ccccc1,-10,.,-2,-39,-4,0,2.0,i,13
N#Cc1c(-c2ccco2)ccn(Cc2cccc(F)c2)c1=O,-3,3.0,-6,-2,7,-2,-0.4,i,12
CNS(=O)(=O)c1cc(C(=O)OCC(=O)NC2CCCc3ccccc32)ccc1Cl (stereo not drawn),3,0.2,-5,-8,3,3,-0.2,i,1
NCC(O)COc1ccc2c(c1)OCO2 (stereo not drawn),-5,-1.2,-2,4,-5,-2,0.8,i,-7
Cc1ccc(N2CN=c3s/c(=C\c4ccccn4)c(=O)n3C2)cc1,5,3.9,-5,-29,-1,-8,-0.2,i,8
Cc1n[nH]c(C)c1S(=O)(=O)N1CCc2ccccc2C1,7,-0.1,1,3,-1,1,-0.1,i,-5
COc1ccc(OC)c(CNC(=O)C2CCCN(c3ncnc4c3nc3n4CCCCC3)C2)c1 (stereo not drawn),-6,-1.1,0,13,5,3,-0.5,i,1
O=C(O)c1ccc(-c2cccc(Cl)c2)o1,-5,0.4,0,1,-3,3,-0.8,i,-1
CCOc1ccc(N(CC(=O)N2CCC(Cc3ccccc3)CC2)S(C)(=O)=O)cc1,9,0.5,-13,-7,-1,2,-1.0,i,14
COc1cc(C(=O)OCC(=O)N(C)C)cc(NC(=O)c2ccco2)c1OC,0,1.0,-1,11,-1,-4,-0.7,i,-3
COc1ccc(Nc2nc(C(=O)N3CCc4cc(OC)c(OC)cc4C3)cs2)cc1,6,0.0,-13,-9,-2,-5,-1.4,i,4
O=C(NCCc1ccccc1)C1CCCN(c2nc3ccccc3s2)C1 (stereo not drawn),3,-0.5,0,3,-1,0,-0.1,i,4
O=C(CCCCCN1C(=O)c2ccccc2C1=O)Nc1ccc(F)cc1,-3,-1.0,-10,9,-3,1,-0.4,i,-6
O=C(C[n+]1cc(-c2ccc(Cl)c(Cl)c2)n2c1CCC2)OCc1ccccc1,16,-0.1,-4,-1,33,2,-0.4,i,6
c1cnc2ccc(C(c3nnnn3C3CCCCC3)N3CCN4CCCC4C3)cc2c1 (stereo not drawn),-9,0.7,-2,3,5,2,-0.3,i,-8
O=C(CN1CCOCC1)Nc1ccccc1Cl,-6,-0.7,-2,14,0,-1,0.1,i,-8
CCN(c1ccccc1)S(=O)(=O)c1ccc(C(=O)Nc2nccs2)cc1,-7,-0.1,-12,3,2,0,-3.0,i,1
CC(=O)Nc1ccc(S(=O)(=O)N2CCN(S(=O)(=O)c3ccc(F)c(F)c3F)CC2)cc1,-5,0.5,-1,-1,-1,1,0.4,i,-2
CN(CC(=O)Nc1ccccc1Br)C(=O)c1ccccc1Cc1ccccc1,2,-1.2,0,-12,0,4,-0.3,i,12
O=C(CN1CCN(S(=O)(=O)c2ccc(Cl)c(Cl)c2)CC1)N1CCCC1,1,0.8,-6,-4,-1,2,0.1,i,-4
CCc1cc(C(N)=S)ccn1,0&7,-0.6&1.5,-2&0,28&34,-3&1,-2&-4,-0.1&-0.5,i,-5&-3
CCn1c(/C=C/c2c(C)[nH]c3ccccc23)nc2ccccc2c1=O,-14,-1.7,-3,-39,-1,0,-0.5,i,-10
O=C(O)c1ccc(NS(=O)(=O)c2ccc3c(c2)OCCCO3)cc1,-8,-0.6,-3,2,-7,3,-0.5,i,-1
Cc1ccc(C)c(N2CCN(C(=O)c3ccc(N4CCOCC4)c([N+](=O)[O-])c3)CC2)c1,6,0.2,-2,-6,3,-3,-0.8,i,14
COCCOC1CCN(C(=O)c2cc(COc3ccc(-n4cncn4)cc3)on2)CC1,-3,0.6,-3,16,1,2,0.2,i,-6
CC(C)CNC(=O)CC(c1ccccc1)c1c(O)ccc2ccccc12 (stereo not drawn),-4,0.4,-3,-1,2,-1,-0.4,i,7
CC(C)=CCC(C)(C)CNC(=O)NC1CCCCC1,-1,-0.5,-3,-3,3,4,-0.5,i,0
COC(=O)c1cc(C(C)=O)c(C)[nH]c1=O,9,2.5,-4,-3,-10,1,-0.2,i,-3
O=C(CCNS(=O)(=O)c1ccc(Br)cc1)N1CCN(c2ccccc2O)CC1,-9,1.6,-4,3,3,-1,0.2,i,2
COc1ccc(C(=O)n2nc(-c3ccc(OC)cc3)nc2N)cc1,1,-0.2,2,1,-7,-1,-0.5,i,-7
CCC(=O)Nc1nc(C)c(C(=O)N2CCCCC2)s1,-1,-0.6,0,6,-4,0,-0.5,i,-10
Nn1c(SCC(=O)N2CCc3ccccc3C2)nnc1-c1cccs1,-3,-0.5,-2,-63,0,-1,-0.3,i,-7
COCCNC(=O)CNC(=S)N(CCCN1CCOCC1)Cc1cccs1,16,1.1,-8,-97,-5,-1,-0.9,i,-1
COc1cc(OC)cc(-c2c(-c3ccc(F)cc3)c3cc(-c4cccc5[nH]ccc45)ccc3n2C)c1,7,2.8,-9,5,4,3,-0.1,i,39
CC(C)C[C@@H](CN1C(N)=NC[C@@H]1C)NC(=O)CC12CC3CC(CC(C3)C1)C2,-1,0.6,0,-7,1,0,-0.2,i,-6
CCCc1nc(N)c(C#N)c(N)c1C#N,3,0.3,-8,9,2,-1,-0.9,i,-8
CC(=O)Nc1ccc2nc(NC(=O)c3cccs3)sc2c1,-1,2.4,-7,5,5,2,0.0,i,-2
Cc1ccc(C)c(OCC(=O)Nc2nonc2NC(=O)COc2cc(C)ccc2C)c1,6,1.8,0,9,4,2,-0.5,i,3
CCOC(=O)C1CCCN(C(=O)COc2ccc(C(=O)c3ccc(F)cc3)cc2)C1 (stereo not drawn),2,-0.6,0,-11,-5,5,-0.3,i,2
Cc1cc(C)c(S(=O)(=O)Nc2nnc(C(C)C)s2)c(C)c1,3,-0.4,-2,-6,0,0,-0.2,i,-2
C=CCn1c(=O)c2ccc(C(=O)NCc3ccccc3)cc2n(Cc2ccc(Cl)cc2)c1=O,-5,0.1,-1,15,-4,-2,-0.6,i,-6
COc1ccc(Cl)cc1-c1cc(C(=O)NCc2cccs2)[nH]n1,-4,1.1,-4,2,1,-4,-0.1,i,26
COc1cccc(C(=O)NCC(=O)N2CCC3(CC2)NCCc2[nH]cnc23)c1,-1,1.0,0,4,-1,2,0.2,i,-1
CS(=O)(=O)c1nncn1-c1ccccc1,-7,-0.5,-5,2,-2,0,-0.6,i,-6

# The list goes on:
SMILES,E coli Lon inh,MsrA inh,MsrA act,MLLE-PAM2 inh,CSN inh,Rin1-Abl PPI inh,Tb MetRS inh,Neddylation inh,FAS TE block
CN(CC(=O)Nc1cccc2ccccc12)C(=O)c1ccc(F)cc1F,-12,0.0,2,12,-4,-1,-0.4,i,0
O=c1/c(=C\c2ccc3c(c2)OCO3)sc2n1CCCN=2,-5,4.4,-2,10,-3,-3,-0.8,i,-4
Cc1cc(C)c(NC(=O)C2CC(=O)N(C(C)C)C2)c(C)c1 (stereo not drawn),-4,-0.5,-1,0,-3,-3,0.2,i,-6
CCC(=O)N1CCN(CCN=CC2=C(O)CC(c3ccc(OC)cc3)CC2=O)CC1 (stereo not drawn),0,-0.1,-8,6,-3,3,-1.2,i,-6
COc1cccc(-n2c(SCC(N)=O)nnc2-c2c[nH]c3ccccc23)c1,-4,-0.1,0,-88,-3,-4,11*,i,-6
Cc1ncn2cc(-c3ccc(Cl)cc3Cl)[nH]c(=O)c12,1,-0.2,2,-15,-4,-2,1.7,i,-2
Cc1ccccc1NCC(=O)N/N=C\c1ccc([N+](=O)[O-])s1,-2,0.9,-1,3,7,1,-0.2,i,-1
O=C(Cn1cnc2c(NCc3ccccc3)ncnc21)NCCc1cc2ccccc2[nH]1,-5,-1.1,-11,-11,5,-1,-0.8,i,-5
COCCNC(=O)CSc1nc2cc3c(cc2c(=O)n1CCCC(=O)NCc1ccc(OC)cc1)OCO3,-9,-0.8,-7,15,0,-2,0.3,i,-7
